inhibitors of VEEV: inhibitors of VEEV TC-83 cytopathic effect, confirmation, Vero cells (AID 588727); one-dose inhibition, % at 20 µM; IC50 in µM for titrated hits; Vero cells, VEEV TC-83 cytopathic effect inhibition; higher % means a stronger effect; 0.13% of 350,000 active; in the data active = a potency from the dose series; inconclusive = inhibition mostly from about 14% at the one dose, without a potency; inactive = the rest, 99 in 100 with inhibition below about 12%; also: strong numbers were not always called active
M. tuberculosis HTS: M. tuberculosis growth inhibition, HTS (AID 449762). inhibition, % at 25 µM; hits with a dose series show IC50 in µM. 0.59% of 330,000 active. M. tuberculosis H37Rv growth inhibition, 7H9 media; higher % means a stronger effect; in the data active = a potency from the dose series; inconclusive = inhibition above about 70% without an active follow-up result;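 also: bacterial growth assessed after seven days of incubation; strong numbers were not always called active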
H1N1 NS1A inhibition: H1N1 influenza NS1A inhibitors, functional cell based assay (AID 504329); NS1A functional cell-based assay, percent inhibition; higher % means a stronger effect; 0.3% of 340,000 active; one-dose inhibition, % at 12.5 µM; IC50 in µM for titrated hits; in the data active = a potency from the dose series; inconclusive = inhibition above about 27% without an active follow-up result; also: strong numbers were not always called active
Salmonella PhoP GFP: PhoP regulon inhibitors, Salmonella typhi PhoP promoter GFP reporter, confirmatory (AID 1850). inhibition, % at 50 µM, or IC50 in µM where a hit was titrated. Salmonella Typhi PhoP-promoter GFP reporter, fluorescence, 4 h; higher % means a stronger effect. 0.33% of 310,000 active; in the data active = a potency from the dose series; inconclusive = inhibition mostly from about 25% at the one dose, without a potency; inactive = the rest, 99 in 100 with inhibition below about 19%;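 also: 0% = induced wells with vehicle and 100% = uninduced wells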
M. tuberculosis: growth inhibition of non-replicating M. tuberculosis (AID 488890); Mycobacterium tuberculosis non-replicating, growth inhibition; higher % means a stronger effect; inhibition, % at 25 µM, or IC50 in µM where a hit was titrated; 0.39% of 320,000 active; in the data active = a potency from the dose series; inconclusive = inhibition mostly from about 82% at the one dose, without a potency; inactive = the rest, 99 in 100 with inhibition below about 76%;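 also: plate controls were DMSO cells for no effect and high antibiotic wells for full effect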
* = called active by the depositor; i = inactive; ? = inconclusive; / = not tested or not shown.

Each structure is followed by: Salmonella PhoP GFP, M. tuberculosis HTS, H1N1 NS1A inhibition, M. tuberculosis, inhibitors of VEEV
COc1ccccc1CNC(=O)CSc1ncc(C(=O)Nc2ccccc2)c(=O)n1C
→ 3%, 2%, -8%, -6%, 3.8%
O=c1[nH]cnc2c1sc1nc3c(c(-c4ccc(Cl)cc4)c12)CCC3
→ -2%, 1%, -8%, 5%, 0.7%
COc1cccc(CNC(=O)COC(=O)c2cc(Br)c(Br)s2)c1
→ /, ?, -2%, 74%, 0.5%
COc1ccc(N(C(=O)CNC(=O)c2ccco2)C(C(=O)NCC2CCCO2)c2ccccc2)cc1OC (stereo not given)
→ 2%, 3%, 9%, -8%, 0.3%
O=C1CC(N2CCN(C/C=C/c3ccccc3)CC2)C(=O)N1Cc1cccs1 (stereo not given)
→ -7%, -4%, 3%, 33%, 0.2%
Cc1ccc2nc3c(nc2c1C)CCCC3
→ 13%, 1%, -6%, 3%, 1.1%
CCN(C(=O)c1cc(Cl)ccc1OC)c1ccccc1
→ -8%, -8%, -1%, 14%, 1.1%
CCOc1ccc(N(CC(=O)Nc2cccc(OC)c2)S(=O)(=O)c2c(C)noc2C)cc1
→ -3%, -3%, 5%, /, 5.2%
O=C(c1ccco1)N1CCN(c2nc(-c3ccc(F)cc3)cs2)CC1
→ -1%, -4%, 13%, 20%, 0.4%
O=[N+]([O-])C(=c1ccc2c(c1)N1C3=C(CCCC3)CC3CCCCC31N=2)[N+](=O)[O-] (stereo not given)
→ 4%, ?, /, ?, /
Cc1ccc(/C=N/NC(=O)Cn2nc(C)c(Br)c2C)o1
→ 10%, 0%, 5%, 4%, i
CCC(=O)N(Cc1ccco1)Cc1cc2cccc(C)c2n2nnnc12
→ -21%, 8%, 1%, -2%, 1.1%
O=C(NCc1ccco1)C1CCN(S(=O)(=O)c2ccccc2C(F)(F)F)CC1
→ /, 6%, -4%, 17%, 1.8%
CCOc1ccccc1CNc1ccc(O)cc1
→ /, /, 7%, /, 3.4%
CN(C)S(=O)(=O)c1ccc(Cl)c(C(=O)NNC(=O)Cc2nc3ccccc3n2C)c1
→ /, -2%, -4%, -30%, 2.1%
Cc1oc(-c2ccccc2)nc1CS(=O)CC(=O)NC1CCCC1 (stereo not given)
→ 0%, -15%, -65%, 10%, 1.6%
CC1CCCCC1NC(=O)CSc1nnc(COc2ccccc2Cl)o1 (stereo not given)
→ -7%, -9%, -11%, -5%, i
Cc1cc(NC(=O)c2cccs2)n(-c2ccccc2)n1
→ -6%, 2%, -6%, 4%, i
O=C(COC(=O)c1cc(Cl)ccc1O)NCC1CCCO1 (stereo not given)
→ -1%, 6%, -4%, 60%, 1.1%
CC1CCCCC12NC(=O)N(CC(=O)Nc1ccc3c(c1)OCCCO3)C2=O (stereo not given)
→ /, 7%, -4%, -1%, 3.8%
O=C(N/N=C(\CC(=O)c1cccs1)C(F)(F)F)c1ccncc1
→ 1%, ?, /, 62%, 25µM*
COc1ccc(NC(=O)CCS(=O)(=O)c2cc3c(cc2C)NC(=O)CO3)cc1
→ 10%, 6%, -2%, 6%, i
CSc1cccc(NC(=O)c2cc(S(=O)(=O)N3CCCC3)cn2C)c1
→ -4%, -12%, 0%, -21%, 2.6%
Oc1oc(-c2ccccc2Br)nc1C=Nc1ccc(Br)cn1
→ -10%, 21%, -18%, ?, 2.6%
COc1ccc(Oc2ccc(N/C=C3/CCCC3=O)cc2)cc1
→ -4%, ?, 2%, 59%, i
O=S(=O)(NN1CCOCC1)c1ccc(Br)s1
→ 0%, -2%, 20%, -1%, 1.5%
COc1ccc(-n2c(SCC(=O)Nc3cc(C)on3)nc3ccccc3c2=O)cc1Cl
→ -5%, 0%, -13%, -22%, 11%
NC(=O)NC(CC(=O)NCCc1ccccn1)c1ccccc1Cl (stereo not given)
→ -9%, 2%, -7%, -6%, 2.7%
COc1ccc(C(C(=O)NC2CCCC2)N(Cc2cccnc2)C(=O)Cc2cccs2)c(OC)c1 (stereo not given)
→ 7%, 4%, 7%, 14%, 0.4%
N=C1/C(=C\c2ccc(OC(=O)c3ccccc3Cl)cc2)C(=O)N=C2SC(N3CCOCC3)=NN12
→ 18%, -9%, -2%, ?, 4.2%
O=C(C[C@H]1C/C=C\C[C@@H](Cc2ccc(F)cc2)C(=O)O[C@@H](c2ccccc2)CNC1=O)NCCO
→ /, 6%, -2%, 9%, 0.7%
COc1cccc(CN(Cc2ccco2)S(=O)(=O)c2ccc(S(=O)(=O)NCc3ccccc3)cc2)c1OC
→ -4%, 1%, 6%, 7%, i
COc1ccc(Cc2nc(-c3cccc(C)c3)no2)cc1
→ -4%, -1%, -7%, 58%, 3.9%
Fc1ccccc1NC(=S)NNc1ncc(C(F)(F)F)cc1Cl
→ 10%, -5%, 0%, -3%, 1.6%
O=S(=O)(c1cccs1)N1CN(Cc2ccco2)c2nc3ccccc3nc21
→ -20%, 7%, 1%, 7%, 3.6%
COc1cccc(N2CCN(C(=O)c3cc4c(s3)CCCCC4)CC2)c1
→ /, -7%, -11%, 27%, 2.2%
O=C(/C(=C/O)N=Nc1ccccc1)c1ccc(Cl)cc1
→ -6%, 55%, 1%, 67%, 4.9%
CCOC(=O)c1ccc(NC(=O)c2sc3nc(N4CCOCC4)c4c(c3c2N)CCCC4)cc1
→ -9%, ?, 10%, 9%, 2.0%
CN(C)c1nc(NS(=O)(=O)c2ccc(Cl)cc2)nc(N(C)C)n1
→ -4%, -14%, -27%, 14%, 0.2%
O=C(Cn1c(=O)n(CC2CCCO2)c(=O)c2ccccc21)c1ccc(Cl)c(Cl)c1 (stereo not given)
→ -3%, -2%, 9%, 2%, 4.9%
Cc1ccc(NC(=O)N2CCN(c3ncccc3C(F)(F)F)CC2)cc1
→ 2%, 8%, -6%, 12%, 8.7%
CC(C)(C)[C@H]1C=C(C(=O)N2CCOCC2)O[C@@H](OCc2ccc(CO)cc2)C1
→ -15%, 0%, -2%, 1%, 0.6%
CCOC(=O)N1CCN(C(=O)COC(=O)c2ccccc2NCCO)CC1
→ -9%, -4%, -5%, -3%, 0.3%
COc1cccc(NC(=S)NC2CC3CCCC(C2)N3CC(C)C)c1 (stereo not given)
→ 10%, 2%, 5%, 18%, 0.5%
N#Cc1c(/N=C/c2ccc(O)cc2O)sc2c1C1CCN2CC1
→ -5%, 9%, 9%, -3%, 1.1%
CCC(NC(=S)NC1CCCCC1)c1ccc(C(C)C)cc1 (stereo not given)
→ -4%, 19%, 2%, ?, 1.3%
CN(Cc1cccc2cnccc12)C(=O)c1cc(COc2ccc(F)cc2F)on1
→ /, /, -1%, /, 6.1%
CC(=O)N(Cc1cccnc1)Cc1cc2ccc(C)cc2[nH]c1=O
→ -8%, -2%, 12%, -3%, 4.6%
Cc1cc(Br)ccc1NC(=O)CN(C)C(=O)CSCc1ccccc1
→ -5%, -1%, -2%, 6%, i
Cc1ccc2c(c1)c1c(n2CC(O)Cn2ccnc2C)C(=O)CCC1 (stereo not given)
→ 1%, -6%, 3%, ?, i

Arranged by SMILES length (largest number first): part of the list above.
Each structure is followed by: Salmonella PhoP GFP, M. tuberculosis HTS, H1N1 NS1A inhibition, M. tuberculosis, inhibitors of VEEV
CN(Cc1cccc2cnccc12)C(=O)c1cc(COc2ccc(F)cc2F)on1
→ /, /, -1%, /, 6.1%
Cc1ccc(NC(=O)N2CCN(c3ncccc3C(F)(F)F)CC2)cc1
→ 2%, 8%, -6%, 12%, 8.7%
Cc1cc(Br)ccc1NC(=O)CN(C)C(=O)CSCc1ccccc1
→ -5%, -1%, -2%, 6%, i
N#Cc1c(/N=C/c2ccc(O)cc2O)sc2c1C1CCN2CC1
→ -5%, 9%, 9%, -3%, 1.1%
CCC(NC(=S)NC1CCCCC1)c1ccc(C(C)C)cc1 (stereo not given)
→ -4%, 19%, 2%, ?, 1.3%

(list continues)
Each structure is followed by: Salmonella PhoP GFP, M. tuberculosis HTS, H1N1 NS1A inhibition, M. tuberculosis, inhibitors of VEEV
CC1CCc2c(sc(NC(=O)Cn3nc(C(F)(F)F)c4c3CCCCC4)c2C#N)C1 (stereo not given)
→ -9%, -6%, 1%, 25%, 0.2%
COc1cc(OC)cc(-c2cc3nc(C)cc(N4CCN(C(=O)c5ccco5)CC4)n3n2)c1
→ -3%, 5%, /, 0%, /
COc1cc(NC(=O)COc2cc(O)c3c(c2)OC(C)(C)CC3=O)cc(OC)c1OC
→ 4%, -2%, 0%, 11%, 6.6%
CC(C)c1ccc(OCC(=O)Nc2cccc3c2CCCC3)cc1
→ 3%, -6%, 4%, -9%, 3.6%
COc1ccc(N(C(=O)c2cccnc2)S(=O)(=O)c2ccc(OC)c(OC)c2)cc1
→ 20%, -7%, 5%, 3%, 0.6%
Cc1ccc(OCCn2cc(/C=C(\C#N)C(=O)NCC3CCCO3)c3ccccc32)cc1C (stereo not given)
→ -5%, -7%, -4%, 12%, 8.7%
CC(C)[C@H](NC(=O)NC1CCN(Cc2ccccc2)CC1)C(=O)O
→ 1%, -14%, -4%, -4%, i
Cc1ccc(S(=O)(=O)N2CCN(Cc3csc(C)n3)CC2)cc1
→ -13%, -3%, -6%, -2%, 3.6%
O=C(COc1ccccc1F)NNC(=O)c1cccc(-n2cccc2)c1
→ 4%, -8%, 0%, -1%, 0.6%
Cn1cc(CN2CC3C[C@@H]4CC2C[C@H](C3)C4)c(-c2ccc3c(c2)OCCO3)n1
→ -1%, -4%, -3%, 15%, 0.6%
COc1cccc(CNC(=O)Cn2ccc3cc(S(=O)(=O)N4CCCCCC4)ccc32)c1
→ -5%, 6%, 8%, 15%, 0.7%
COc1ccc(S(=O)(=O)NC(C)C(=O)N2CCCC2)cc1C (stereo not given)
→ -3%, -7%, -1%, -5%, i
O=S(=O)(c1ccc(NCC2CCCCC2)nc1)N1CCOCC1
→ -2%, -2%, -2%, 18%, 0.4%
S=C(Nc1ccccc1Cl)NC1CCCCCC1
→ 3%, 8%, 0%, ?, 3.5%
O=C(CSc1ncnc2c1oc1ccccc12)Nc1ccccc1C(F)(F)F
→ -8%, -8%, -2%, /, i
COC(=O)c1c(CSc2ccc(Cl)cc2)noc1C(=O)NCc1ccco1
→ -1%, 3%, -4%, 67%, 1.7%
CCCN(CC(=O)Nc1ccccc1C)C(=O)C1CC(=O)N(c2cccc(C)c2C)C1 (stereo not given)
→ 2%, -4%, -5%, -20%, 3.8%
OCCNc1ncnc2c1sc1nc(N3CCOCC3)c3c(c12)CCC3
→ 21%, 3%, 9%, -6%, 8.9%
O=C(C1CCCC1)N1CCC(CC2CC(c3cccc(Br)c3)=NO2)(C(=O)NCC2CCCCC2)CC1 (stereo not given)
→ 4%, 6%, 2%, 37%, 1.3%
NC(=O)c1c(NC(=S)Nc2ccc(F)cc2)sc2c1CCCC2
→ -14%, 2%, -11%, 66%, 4.0%
COc1ccccc1C(=O)Nc1cc2ccccc2oc1=O
→ -3%, 5%, -4%, -13%, 2.8%
CCn1c(=O)c(C(=O)CN2CCN(S(=O)(=O)c3cc(C)ccc3C)CC2)c(N)n(Cc2ccccc2)c1=O
→ 2%, 5%, 2%, 16%, 5.6%
O=C(CNC(=O)c1sc2ccccc2c1Cl)NCc1cccnc1
→ -15%, -1%, -5%, 21%, 4.8%
CC(C)CN1C(=O)C(=O)N(CC(=O)NCc2ccc3c(c2)OCO3)C1=O
→ 5%, -9%, 5%, -12%, 3.0%
COC(=O)C1=C(COc2ccccc2)NC(=O)NC1c1ccc(Cl)cc1 (stereo not given)
→ 1%, -3%, /, 5%, /
CC1CC(C)CN(C(=O)c2ccccc2Nc2ccc(SC(F)F)cc2)C1 (stereo not given)
→ 7%, 4%, 8%, -6%, 2.7%
O=C(c1ccccc1OC(F)F)N1CCN(S(=O)(=O)c2ccc3c(c2)OCCCO3)CC1
→ /, -8%, -7%, 14%, 0.9%
C[C@H](CO)N1C[C@H](C)[C@@H](CN(C)S(=O)(=O)c2cccs2)Oc2c(NC(=O)Nc3ccccc3)cccc2C1=O
→ /, -2%, 3%, 18%, 0.7%
CCCCn1c(N)c(N(CCOC)C(=O)C2CC(=O)N(c3cccc(SC)c3)C2)c(=O)[nH]c1=O (stereo not given)
→ 2%, 6%, -4%, -6%, 1.2%
CC(C)CNC(=O)COc1ncnc2ccccc12
→ 14%, 1%, 6%, -14%, i
CC(OC(=O)c1cc(=O)[nH]c2ccccc12)c1ccccc1 (stereo not given)
→ -3%, -10%, 3%, 15%, i
O=C(CN1CCOCC1)N/N=C/c1ccco1
→ -5%, 2%, 4%, -10%, 0.5%
